# Screens from PubChem BioAssay.
# Abeta rescue – compounds reversing amyloid beta toxicity in yeast | yeast expressing A-beta42, growth rescue, OD600, 48 h; response scale: 0% DMSO, 100% iron-clioquinol control | Potency, µM (titrated, usually from 46.1 µM), for inactives: at the top dose growth rescue, actives largely listed as activators | actives 0.063% (n = 410,000); also: potency is read from the fitted curve at half-maximal effect; nearly all actives have a fitted effect of over 55% in size
#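 Yeast growth medium received pinned compounds, then yeast cells expressing toxic A-beta were added; plates incubated at 30 C for 48 hr. Growth read as absorbance at 600 nm, normalized to DMSO and equimolar FeCl3 plus clioquinol controls.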
# GLP1R inv ag – GLP-1 receptor (human) inverse agonism. actives 1.6% (n = 410,000). P43220. HEK293 GLP-1R CRE-luciferase, luminescence, 24 h; GLP-1R form is constitutively active. Potency, µM (highest dose often 38.3 µM), for the others: top-dose activity change, negative = inhibition, most hits filed as inhibitors; also: potency is read from the fitted curve at half-maximal effect; % is scaled to controls: 0 for no effect and ±100 for the full control effect; nearly all actives have a fitted effect of over 55% in size
# Target sequence (P43220 whole entry, looked up): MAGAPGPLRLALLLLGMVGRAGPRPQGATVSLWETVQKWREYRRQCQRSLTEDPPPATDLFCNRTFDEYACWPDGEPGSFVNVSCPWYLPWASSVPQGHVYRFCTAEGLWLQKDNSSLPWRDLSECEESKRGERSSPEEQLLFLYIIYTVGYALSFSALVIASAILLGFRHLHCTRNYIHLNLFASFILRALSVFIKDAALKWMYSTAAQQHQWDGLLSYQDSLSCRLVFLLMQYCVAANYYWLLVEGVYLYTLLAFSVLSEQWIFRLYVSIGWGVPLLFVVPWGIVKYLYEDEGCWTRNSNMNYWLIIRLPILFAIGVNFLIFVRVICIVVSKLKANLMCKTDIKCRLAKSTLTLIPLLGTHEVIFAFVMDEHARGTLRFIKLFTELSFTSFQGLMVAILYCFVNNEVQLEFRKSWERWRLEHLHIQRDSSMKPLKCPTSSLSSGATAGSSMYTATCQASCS
#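 Inverse agonism was detected as reduced cAMP-driven luciferase luminescence after 24 h compound treatment. The cells were HEK293 clones expressing constitutively active human GLP-1R with the reporter. Reporter-only and GPR119 cell lines served as counterscreen controls.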
# MmCpn inh – blocks the Methanococcus maripaludis chaperonin Mm-Cpn; actives 0.031% (n = 330,000); AID 504842; Potency, µM (top dose mostly 76.9 µM), inactives show at the top dose activity, negative = inhibition, usual class: inhibitors; purified Mm-Cpn ATPase, ADP Transcreener TR-FRET; also: potency is read from the fitted curve at half-maximal effect; % is scaled to controls: 0 for no effect and ±100 for the full control effect; nearly all actives have a fitted effect of over 80% in size
#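 Purified archaeal Mm-CPN (25nM final) preincubated 10 min at 37degC with compound, then 10uM ATP for 30 min at 37degC; ADP measured by HTRF Transcreener TR-FRET; buffer 30 mM TRIS pH 7.4, 100mM KCl, 5mM MgCl2, 1mM DTT.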
# FUS yeast rescue – FUS proteinopathy suppression in yeast. S. cerevisiae FUS-expressing, growth rescue, OD600, 24 h. Potency, µM (doses to about 76.6 µM), for the others: at the highest dose growth rescue (activation), most hits filed as activators. actives 0.24% (n = 390,000);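 also: potency is read from the fitted curve at half-maximal effect; plate controls were DMSO vehicle for no effect and reference control for full effect; nearly all actives have a fitted effect of over 55% in size; some results filed as inactive show a strong effect at the top dose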
#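 S. cerevisiae expressing FUS from galactose induction served as the toxicity model. Growth after 24hr at 30C, read as absorbance at 600 nm, indicates suppression of toxicity; compounds dosed at several concentrations.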
# HEK293 tox – cytotoxicity counter-screen for GLP-1 receptor inverse agonists; AID 624418; HEK293 cAMP-luciferase reporter cells, luminescence, 24 h; Potency, µM (doses to about 38.3 µM), without a hit: top-dose activity change, negative = inhibition, usual class: inhibitors; actives 0.13% (n = 410,000);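 also: loss of luciferase light is scored as toxicity; potency is read from the fitted curve at half-maximal effect; % is scaled to controls: 0 for no effect and ±100 for the full control effect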
#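 Step one: seed cells (200 cells/uL, DMEM with 10% Nu serum, 1% pen-strep). Step two: 12-hour incubation at 37 deg C. Step three: pin 23 nL compound, incubate 24 hr. Step four: add luciferase reagent, read luminescence 12 min later.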
# PTHR1 agonist – PTHR1 (human) receptor agonism; Potency, µM (top dose mostly 115 µM), without a hit: at the highest dose activation, usual class: activators; actives 0.075% (n = 410,000); HEK293 GP2 PTHR1 cells, GloSensor cAMP luminescence, 1 h; Q03431; also: potency is read from the fitted curve at half-maximal effect; nearly all actives have a fitted effect of over 55% in size; some results filed as inactive show a strong effect at the top dose; inactives centre near -15; many of its hits are not listed in these tables
# Target sequence (Q03431 whole entry, looked up): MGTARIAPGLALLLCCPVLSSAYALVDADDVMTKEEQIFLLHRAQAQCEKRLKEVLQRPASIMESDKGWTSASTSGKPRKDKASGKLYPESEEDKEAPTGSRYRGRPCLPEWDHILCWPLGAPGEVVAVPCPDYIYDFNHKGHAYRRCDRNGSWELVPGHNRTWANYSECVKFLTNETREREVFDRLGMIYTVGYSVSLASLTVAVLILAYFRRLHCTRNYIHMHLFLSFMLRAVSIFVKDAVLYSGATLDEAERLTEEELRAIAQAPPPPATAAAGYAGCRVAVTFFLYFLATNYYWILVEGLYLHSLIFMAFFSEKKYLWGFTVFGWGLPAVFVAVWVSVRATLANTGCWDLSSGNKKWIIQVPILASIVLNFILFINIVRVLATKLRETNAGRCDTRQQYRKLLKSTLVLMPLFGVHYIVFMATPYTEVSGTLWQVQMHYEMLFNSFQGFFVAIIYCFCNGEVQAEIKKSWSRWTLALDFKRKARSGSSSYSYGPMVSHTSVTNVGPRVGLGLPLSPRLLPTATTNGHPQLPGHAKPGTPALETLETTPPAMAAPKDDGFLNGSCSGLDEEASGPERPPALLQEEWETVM
#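 HEK-293-derived GP2 cells expressing PTHR1 and a GloSensor cAMP reporter, 3,000/well, plated overnight, given luciferin plus IBMX (each 0.5 mM as added) for 1 h at 37 °C, then compound for 1 h at 37 °C. Luminescence was read after 15 min at room temperature.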
# aSyn yeast inh – inhibitors of alpha-synuclein toxicity in yeast | Yeast expressing alpha-synuclein, growth rescue, BacTiter-Glo, 24 h | Potency, µM (doses to about 46.1 µM), inactives show at the top dose growth rescue (activation), actives largely listed as activators | actives 0.14% (n = 370,000); also: potency is read from the fitted curve at half-maximal effect; % of control where 0% means no effect; nearly all actives have a fitted effect of over 65% in size
#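 Galactose-induced alpha-syn yeast (OD600=0.02, raffinose-pregrown) + pinned cpd, 24 hr, 30 deg C; growth by BacTiter-Glo luminescence. Growth restoration scores as activation.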
# pAkt inh – Akt phosphorylation inhibition | actives 0.32% (n = 360,000) | Neuro2A IGF-stimulated pAkt S473 HTRF, 20 min; stronger effect = lower value | activity change, % for hits at 50 µM | AID 651550; in the data active = activity change below about -80%; inconclusive = mostly about -51% to -80%; also: % is scaled to controls: 0 for no effect and ±100 for the full control effect
#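 Neuro2A cells in DMEM with 0.5% FBS, overnight at 37 deg C, given compound at single 50 µM final, then IGF (6 nM final) for 20 min at 37 deg C. Lysed; phospho-Akt Ser473 by HTRF after 24 h, 665/615 ratio.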
# TDP-43 yeast inh – inhibitors of TDP-43 toxicity in yeast; actives 1.8% (n = 410,000); Potency, µM (highest dose often 46.1 µM), inactives show at the top dose growth rescue (activation), hits mostly activators; TDP-43 expressing yeast growth rescue, BacTiter-Glo, 24 h; also: potency is read from the fitted curve at half-maximal effect; % of control where 0% means no effect; nearly all actives have a fitted effect of over 50% in size
#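 Growth rescue of TDP-43-toxic yeast measured as ATP luminescence (BacTiter-Glo). Cells grown to mid-log in raffinose, induced in galactose at OD600=0.02, exposed to compound 24 hr at 30 deg C.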
# Active calls of the source: *; i = inactive; ? = inconclusive; . = no result given; & = joins results of further samples; [ ] = remark or other dose. Unless noted, calls follow the shape of the dose curve; as a rule, active = well fitted curve in the direction sought with a large enough effect; inconclusive = small, poorly fitted or top-dose-only effect, or another doubt; inactive = no such curve, though single readings can be large; an effect the other way counts as inactive or inconclusive. The list is partial (hit frequency here may not be typical).
SMILES,Abeta rescue,GLP1R inv ag,MmCpn inh,FUS yeast rescue,HEK293 tox,PTHR1 agonist,aSyn yeast inh,pAkt inh,TDP-43 yeast inh
Cc1ccc(NC(=O)COC(=O)[C@@H]2CCCN2C(=O)c2cccs2)cc1S(=O)(=O)N(C)C,25%,42%[activator],4%,11%,8%,27%,0%,i,-10%
CCOC(=O)Cc1csc(NC(=O)Nc2ccc(F)cc2)n1,5%,?,2%,19%,15%,-84%[inhibitor],-2%,i,4%
COc1ccc(C2NC(=O)NC(C)=C2C(=O)OCc2ccccc2)cc1 (stereo unspecified),2%,0%,-4%,-5%,-19%,-1%,-3%,i,-8%
COCCCNc1nc2c([nH]1)c(=O)[nH]c(=O)n2C,-11%,11%,-1%,13%,-2%,i,-9%,i,-1%
Cc1c(C(=O)NC(C)CN2CCCCC2)oc2ccccc12 (stereo unspecified),19%,0%,0%,8%,3%,-26%,-2%,i,-7%
O=C1CCCc2oc3ccc(NS(=O)(=O)c4cccc5cccnc45)cc3c21,-16%,1%,-11%,9%,-2%,-39%[inhibitor],1%,i,6%
CC(NC(=O)c1ccco1)C(=O)OC(C)C(=O)NCc1ccccc1 (stereo unspecified),-13%,13%,-1%,-15%,13%,i,0%,i,0%
Cc1ccc(CCC(=O)Nc2ccc(C#N)cc2)o1,-8%,14%,3%,-17%,1%,-29%,-2%,.,18%
CCn1cc(C(=O)N[C@@H](CCSC)C(=O)NCCN2CCOCC2)c(=O)c2cc3c(cc21)OCO3,-2%,37%[activator],-3%,9%,-1%,-16%,1%,i,11%
Nc1ccc(C23CC4CC(CC(O)(C4)C2)C3)cc1,32%,?,-1%,5%,16%,-22%,-2%,i,-1%
Cn1ccc(C(=O)N/N=C/c2ccccc2[N+](=O)[O-])n1,10%,6%,1%,7%,0%,i,0%,i,18%
CC(=C1C2C=CC1C1C(=O)NC(=O)C21)c1ccccc1 (stereo unspecified),-1%,1%,2%,-10%,-16%,-3%,-1%,i,-18%
CC(=O)c1ccc(NC(=O)CCOc2ccccc2)cc1,0%,2%,.,10%,15%,i,.,.,?
Cc1nc(-n2nc(C)c(Cc3ccccc3Cl)c2C)sc1C(=O)N1CCCCC1C (stereo unspecified),-12%,-10%,.,6%,3%,i,.,.,-1%
CCC(=O)Nc1ccccc1Sc1ncnc2scc(-c3ccccc3)c12,-9%,?,-2%,43%,22%,0%,-2%,i,?
O=C(O)c1ccc(COc2ccccc2/C=C2\NC(=O)N(Cc3ccccc3F)C2=O)cc1,12%,27%,1%,33%,-22%,i,0%,i,-9%
CCS(=O)(=O)N1CC(=O)N(c2ccccc2C)C(C)(C(=O)NC2CCCCC2)C1 (stereo unspecified),-6%,8%,.,-8%,2%,i,.,.,8%
CC(C)N(C(=O)CSc1nnc(-c2ccc3c(c2)OCO3)n1C)C(C)C,8%,11%,-2%,-5%,-3%,i,-1%,i,3%
Cc1ccc(S(=O)(=O)N(C)Cc2ccc(C(=O)NN=C3C4CC5CC(C4)CC3C5)cc2)cc1,10%,3%,?,.,-13%,-18%,-6%,i,2%
CCOC(=O)C1=NOC2COC3(CCN(c4ncccn4)CC3)OCC12 (stereo unspecified),-1%,-5%,-3%,-1%,10%,i,6%,i,-16%
OCCOc1cccc(CN2CCC(CO)(CCOc3ccccc3)CC2)c1,-17%,-28%,1%,-25%,4%,i,-2%,i,-17%
CCOc1ccc(NC(=O)C(C)N2C(=O)c3ccccc3S2(=O)=O)cc1 (stereo unspecified),-3%,-5%,2%,7%,11%,i,0%,i,14%
Clc1ccc(-c2nnc(-c3ccc4ccccc4c3)o2)cc1,0%,16%,.,2%,0%,-14%,-9%,i,10%
COc1cccc(C(=O)Nc2cc(C(=O)NCc3ccc(C)cc3)ccc2N2CCC3(CC2)CC(c2cccc(Br)c2)=NO3)c1,-15%,6%,-5%,-9%,9%,-24%,-1%,i,7%
Cc1nc2sccn2c(=O)c1S(=O)(=O)Nc1ccc(N2CCOCC2)c(Cl)c1,4%&-21%,27%&7%,1%,-20%&-3%,4%&-5%,i,-1%,i,0%&19%

# 3 entries out of the list, ordered by number of heavy atoms, rising:
SMILES,Abeta rescue,GLP1R inv ag,MmCpn inh,FUS yeast rescue,HEK293 tox,PTHR1 agonist,aSyn yeast inh,pAkt inh,TDP-43 yeast inh
Nc1ccc(C23CC4CC(CC(O)(C4)C2)C3)cc1,32%,?,-1%,5%,16%,-22%,-2%,i,-1%
Cc1c(C(=O)NC(C)CN2CCCCC2)oc2ccccc12 (stereo unspecified),19%,0%,0%,8%,3%,-26%,-2%,i,-7%
CCOc1ccc(NC(=O)C(C)N2C(=O)c3ccccc3S2(=O)=O)cc1 (stereo unspecified),-3%,-5%,2%,7%,11%,i,0%,i,14%

# Next entries
SMILES,Abeta rescue,GLP1R inv ag,MmCpn inh,FUS yeast rescue,HEK293 tox,PTHR1 agonist,aSyn yeast inh,pAkt inh,TDP-43 yeast inh
CCn1c(SCC(=O)NCc2cccs2)nnc1-c1ccncc1,0%,0%,1%,17%,-12%,i,2%,i,-13%
COC(=O)c1ccc(NC(=O)c2ccc3c(c2)C(=O)N(C)C3=O)cc1,1%,15%,1%,-11%,-12%,i,2%,i,7%
O=C(NC(=S)Nc1ccc2c(c1)OCCO2)c1ccco1,-28%,-21%,-1%,16%,-3%,-27%,-8%,i,-6%
CCCS(=O)(=O)N1CCCC(C(=O)NCCCN(Cc2ccccc2)C(C)C)C1 (stereo unspecified),6%,-19%,2%,-8%,-4%,i,2%,i,3%
Cc1cccc(S(=O)(=O)C(C#N)c2nc3ccccc3nc2N2CCOCC2)c1 (stereo unspecified),-3%,2%,-7%,41%,27%,-9%[57.5 µM],3%,i,-1%
Cc1ccsc1C(=O)Nc1cc(Cl)ccc1-n1cncn1,28%,17%,.,-1%,-2%,i,13%,i,18µM*
CN(c1ccccc1)S(=O)(=O)c1ccc(C(=O)Nc2nnc(-c3ccc(F)cc3)o2)cc1,?,11%,0%,-4%,19%,-29%[57.5 µM],-1%,i,1%
O=C(CN1CCN(c2cccc(Cl)c2)CC1)Nc1nccs1,6%,-32%,1%,2%,5%,-10%,3%,i,12%
N#Cc1ccc2sn(-c3ccccc3)c(=O)c2c1,-23%,?,.,-25%,?,-22%,-89%[inhibitor],i,-94%[inhibitor]
Cc1cnc(C(=O)OCC(=O)NC(C)CCc2ccccc2)cn1 (stereo unspecified),-10%,2%,-3%,-21%,0%,i,-1%,i,-6%
O=C(C1CCN(S(=O)(=O)c2cccc3nonc23)CC1)N1CCN(c2ccccc2F)CC1,4%,0%,.,35%,-3%,-11%,.,.,?
Cc1cccc(CN2CCN(Cc3ccco3)CC2)c1,-4%,10%,0%,-10%,-9%,i,4%,i,19%
CCCS(=O)(=O)NCc1cn2c(C)csc2n1,-3%,-1%,-1%,-3%,2%,i,2%,i,7%
CCCc1c(C(=O)N/N=C(\C)c2cccnc2)nnn1-c1nonc1N,-13%,6%,.,-1%,2%,-2%,-6%,i,11%
[O-][n+]1c2ccccc2cc2ccccc21,-52%[inhibitor],-28%,-4%,-20%,142%[activator],-29%,-40%[inhibitor],i,?
COc1ccc(C(C)NS(=O)(=O)Cc2ccccc2)cc1 (stereo unspecified),28%,8%,-2%,-5%,4%,-2%,5%,i,12%
O=C(N=Nc1c(O)[nH]c2ccccc12)c1cccc(S(=O)(=O)Nc2ccccc2Cl)c1,-15%,2%,-1%,13%,-8%,-18%,-6%,i,-16%
Cc1cccc(NC(=O)CSc2cn(CC(=O)N3CCCC3)c3ccccc23)c1C,2%,-14%,.,31%,-13%,5%,.,.,16%
O=C(O)/C=C1\NC(=O)c2ccccc21,27%,11%,3%,-14%,6%,-10%[57.5 µM],-3%,i,-9%
O=C(O)CCC(=O)N1CCN(c2ccc(C(=O)c3ccc(F)cc3)cc2)CC1,3%,-12%,1%,25%,-2%,-7%,-7%,i,-8%
CCOc1cccc(C(=O)Nc2ccccc2N2CCN(C(=O)C(C)C)CC2)c1,-29%,?,3%,36%,-21%,i,-3%,i,12%
Cc1nnc(C)n1/N=C/c1ccc(C(C)C)cc1,7%,-4%,2%,1%,2%,i,-2%,i,-16%
COc1ccc(NC(=O)CN2C(=O)NC(C)(C3CC3)C2=O)c(OC)c1 (stereo unspecified),-9%,0%,1%,-11%,-3%,i,1%,i,17%
COc1ccc(-c2nn(-c3ccccc3)cc2C(=O)NCCCn2ccnc2)cc1,-9%,-11%,0%,-11%,12%,?,2%,i,-11%
CCCCCCCCc1c(O)nc(-n2[nH]c(C)c(CCO)c2=O)[nH]c1=O,-2%,12%,-1%,17%,-1%,i,1%,i,0%
CN(CC(=O)Nc1ccc(Cl)c(C(F)(F)F)c1)C(=O)COC(=O)C1CC2CCCC(C1)C2=O (stereo unspecified),5%,?,0%,26%,-5%,-36%[inhibitor],-10%,i,-2%
COc1ccc(CNC(=O)C2CCN(S(=O)(=O)Cc3ccccc3)CC2)cc1,-10%,4%,.,21%,-3%,i,.,.,11%
Cc1[nH]c2ccccc2c1C(=O)C(=O)N1CC=C(c2ccccc2)CC1,18%,?,-1%,?,25%,-40%[inhibitor],13%,i,1%
CC(=O)Nc1ccc(Sc2ncccc2C(=O)Nc2cc(Cl)cc(Cl)c2)cn1,12%,17%,-12%,17%,-6%,i,-6%,i,-1%
